Tb PGK inh: inhibitors of T. brucei phosphoglycerate kinase; AID 602233; PGK/GAPDH coupled, Kinase-Glo luminescence, 60 min; Potency, µM (highest dose often 57.5 µM), without a hit: at the highest dose activity change, negative = inhibition, actives largely listed as inhibitors; actives 0.043% (n = 380,000); also: % is scaled to controls: 0 for no effect and ±100 for the full control effect; nearly all actives have a fitted effect of over 60% in size
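Recombinant glycosomal PGK reaction used 1,3-bisphosphoglycerate generated in-well by GAPDH (100nM final) in 100mM TEA pH 7.6, 5mM MgCl2, 0.01% Tween-20. After 60 minutes at room temperature, ATP was read by Kinase-Glo Plus luminescence end-point.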
ERG Ets-DNA blk: inhibitors of human ERG Ets domain-DNA interaction | fluorescence polarization, His-ERG Ets domain / labelled DNA | P11308 | AID 624246 | actives 0.028% (n = 370,000) | Potency, µM (titrated, usually from 76.9 µM), for inactives: at the highest dose FP activity, negative = inhibition, actives largely listed as inhibitors; active = well fitted inhibition curve with a large enough effect in the polarisation, with a control signal flat; inconclusive = small, poorly fitted or top-dose-only effect, or effect the other way, or a change in a side signal; inactive = no such curve, though single readings can be large or run the other way; the % refers to the polarisation;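 also: polarization taken with two DNA probes labelled with fluorescein and Texas red; % of control where 0% means no effect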
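His-tagged ERG Ets domain (1 uM in the protein solution; 300mM KCl, 50mM Tris-HCl, 1mM EDTA, 1mM DTT, pH 7.5) received compound, then a probe mix of 5 nM fluorescein-DNA and 100nM Texas-615-DNA. Fluorescence polarization was read for both dyes.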
GLS inhibitor: inhibitors of human glutaminase (GLS); O94925; GLS enzymatic activity, qHTS titration; Potency, µM (titrated, usually from 45.5 µM), inactives show top-dose activity change, negative = inhibition, actives largely listed as inhibitors; actives 0.21% (n = 410,000); also: % is scaled to controls: 0 for no effect and ±100 for the full control effect
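Assay buffer: 45 mM KH2PO4 pH 8.2, 0.02% Tween-20. hKGA acts on L-glutamine (1 mM solution added); product glutamate is reported by an oxidase/peroxidase Amplex Red coupling, with fluorescence taken at baseline and 30 min.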
RGS4 inh: inhibitors of human regulator of G protein signaling 4; P49798; Potency, µM (titrated, usually from 114 µM), for inactives: top-dose activity change, negative = inhibition, actives largely listed as inhibitors; Transcreener GDP fluorescence polarization, RGS4-accelerated GTP hydrolysis; actives 0.039% (n = 390,000); also: % is scaled to controls: 0 for no effect and ±100 for the full control effect; nearly all actives have a fitted effect of over 75% in size; some results filed as inactive show a strong effect at the top dose
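MLSMR compounds (23 nl, pin-transferred) preincubated 10 min at room temperature with a 500nM (2x) first reagent, then RGS4 at 900nM (2x) plus Transcreener GDP mix added; fluorescence polarization (620/688 nm) read before and after 90 min at 30 °C.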
12-LOX inh: blocks human arachidonate 12S-lipoxygenase | P18054 | purified 12hLO, xylenol orange hydroperoxide absorbance | Potency, µM (highest dose often 108 µM), for inactives: at the top dose activity change, negative = inhibition, hits mostly inhibitors | actives 1.1% (n = 580,000) | AID 1671190; also: % is scaled to controls: 0 for no effect and ±100 for the full control effect
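Hydroperoxide product was detected by ferrous iron/xylenol orange as the 573 to 405 nm absorbance ratio. Arachidonic acid at 40 uM (final) was turned over for 30 min at room temperature by 150 nM human 12hLO, pH 7.0 Hepes buffer, after 15 min compound preincubation.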
Pin1 inh: human Pin1 inhibition | Pin1 FP peptide displacement, HiFluor488, 10 min | Potency, µM (series often up to 115 µM), inactives show at the top dose activity, negative = inhibition, actives largely listed as inhibitors | actives 0.009% (n = 390,000) | Q13526; active = well fitted inhibition curve with a large enough effect in the polarisation, with a control signal flat, not every such curve was filed as active; inconclusive = small, poorly fitted or top-dose-only effect, or effect the other way, or a change in a side signal; inactive = no such curve, though single readings can be large or run the other way; the % refers to the polarisation; also: % is scaled to controls: 0 for no effect and ±100 for the full control effect
JMJD2A Tudor inh: inhibitors of human JMJD2A Tudor domain; AID 504339; O75164; AlphaScreen JMJD2A-Tudor / H3K4me3 peptide binding; Potency, µM (top dose mostly 114 µM), inactives show top-dose activity change, negative = inhibition, actives largely listed as inhibitors; actives 4.4% (n = 390,000); also: % is scaled to controls: 0 for no effect and ±100 for the full control effect; nearly all actives have a fitted effect of over 50% in size
Target sequence (O75164 whole entry, looked up, the tested form may be a part): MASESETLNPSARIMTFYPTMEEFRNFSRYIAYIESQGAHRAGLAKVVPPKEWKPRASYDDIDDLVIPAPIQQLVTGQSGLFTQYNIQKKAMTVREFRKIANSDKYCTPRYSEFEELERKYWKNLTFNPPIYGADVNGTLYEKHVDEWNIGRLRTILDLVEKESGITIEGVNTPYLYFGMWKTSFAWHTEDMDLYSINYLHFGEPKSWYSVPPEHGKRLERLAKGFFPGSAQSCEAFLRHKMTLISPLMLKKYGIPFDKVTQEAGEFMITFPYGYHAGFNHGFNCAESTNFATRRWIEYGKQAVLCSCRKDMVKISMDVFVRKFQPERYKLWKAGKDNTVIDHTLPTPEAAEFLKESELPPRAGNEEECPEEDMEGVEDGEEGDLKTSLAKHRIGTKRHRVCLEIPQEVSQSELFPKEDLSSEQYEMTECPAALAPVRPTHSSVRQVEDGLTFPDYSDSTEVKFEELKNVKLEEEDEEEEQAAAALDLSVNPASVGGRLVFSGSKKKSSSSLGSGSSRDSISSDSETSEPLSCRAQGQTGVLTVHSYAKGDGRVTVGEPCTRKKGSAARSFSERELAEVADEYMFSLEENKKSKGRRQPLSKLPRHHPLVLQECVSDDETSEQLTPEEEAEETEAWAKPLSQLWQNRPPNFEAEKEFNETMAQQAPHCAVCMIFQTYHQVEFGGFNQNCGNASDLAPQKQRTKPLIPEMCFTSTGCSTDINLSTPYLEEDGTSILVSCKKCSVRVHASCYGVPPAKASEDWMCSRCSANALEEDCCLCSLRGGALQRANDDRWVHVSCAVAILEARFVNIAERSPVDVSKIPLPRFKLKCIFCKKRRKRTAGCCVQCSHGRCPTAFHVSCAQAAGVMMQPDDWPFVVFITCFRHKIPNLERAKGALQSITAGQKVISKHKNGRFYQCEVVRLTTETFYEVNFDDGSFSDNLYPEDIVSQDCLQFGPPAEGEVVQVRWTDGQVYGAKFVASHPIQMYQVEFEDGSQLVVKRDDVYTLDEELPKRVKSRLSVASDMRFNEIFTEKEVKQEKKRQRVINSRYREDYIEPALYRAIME
HP1b binding inh: blocks HP1-beta chromodomain binding to methylated histone tails; AlphaScreen HP1-beta / biotin-H3K9me3 peptide binding; actives 0.56% (n = 390,000); Potency, µM (highest dose often 114 µM), for the others: at the highest dose activity change, negative = inhibition, actives largely listed as inhibitors; AID 540317; also: nearly all actives have a fitted effect of over 70% in size; inactives centre near 23
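HP1-beta protein (50 nM final) preincubated 30 min at room temperature with biotinylated H3(1-18)K9me3 peptide (50 nM) in PBS pH 7.4, 0.01% Tween-20, then compound added for 30 min. AlphaScreen streptavidin donor/nickel chelate acceptor beads (10 ug/mL final), 30 min dark, luminescence read.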
TrxR1 inh: blocks rat thioredoxin reductase 1; recombinant rTrxR1, NADPH fluorescence consumption, selenite substrate; Potency, µM (highest dose often 114 µM), without a hit: top-dose activity change, negative = inhibition, usual class: inhibitors; AID 588453; O89049; actives 1% (n = 390,000); also: % is scaled to controls: 0 for no effect and ±100 for the full control effect; nearly all actives have a fitted effect of over 65% in size
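Rat TrxR1 (90 nM in the dispensed reagent) was pre-reduced with 400 uM NADPH for 5 min at room temperature, then incubated with compound for 15 min. After 400 uM selenite was added, NADPH fluorescence (Ex 340/Em 450 nm) was followed for 8 min.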
* marks the source's active call; other numbers are inactive results; [ ] = another dose, or the depositor's remark. Unless noted, calls follow the shape of the dose curve; as a rule, active = well fitted curve in the direction sought with a large enough effect; inconclusive = small, poorly fitted or top-dose-only effect, or another doubt; inactive = no such curve, though single readings can be large; an effect the other way counts as inactive or inconclusive. Potency is read from the fitted curve at half-maximal effect. The list is partial; rates above refer to the full screens.

For Cn1ccsc1=NC(=O)c1ccc(CS(C)(=O)=O)cc1 the results were Tb PGK inh inactive, ERG Ets-DNA blk -11%, GLS inhibitor -15%, RGS4 inh 6%, 12-LOX inh -4%, Pin1 inh 6%, JMJD2A Tudor inh -7%, HP1b binding inh 22% and TrxR1 inh inconclusive.
Screening Cc1nn(CC(=O)Nc2ccccn2)c(C)c1[N+](=O)[O-] returned Tb PGK inh -5%, ERG Ets-DNA blk -6%, GLS inhibitor -3%, RGS4 inh -3%, 12-LOX inh -24%, Pin1 inh 2%, JMJD2A Tudor inh -10%, HP1b binding inh 8% and TrxR1 inh 13%[57.1 µM].
For CCCN(CCC)C(=O)c1c2c(nc3ccccc13)C(=O)N(C1CCCCC1)C2 the results were Tb PGK inh -6%, ERG Ets-DNA blk 4%, GLS inhibitor -11%, RGS4 inh 8%, 12-LOX inh -16%, Pin1 inh -3%, JMJD2A Tudor inh -31%, HP1b binding inh -16% and TrxR1 inh 13%[57.1 µM].
CSc1nc(C)c2c(n1)N(c1cccc(C)c1)CC2 was read as Tb PGK inh 4%, ERG Ets-DNA blk -1%, GLS inhibitor 2%, RGS4 inh -9%, 12-LOX inh 19%, Pin1 inh inconclusive, JMJD2A Tudor inh 13%, HP1b binding inh 59% and TrxR1 inh 10%.
Screening CSc1nnc(-c2ccc(O)cc2)n1C returned Tb PGK inh -9%, ERG Ets-DNA blk 4%, GLS inhibitor -7%, RGS4 inh -25%, 12-LOX inh 12%, Pin1 inh -2%, JMJD2A Tudor inh -11%, HP1b binding inh 10% and TrxR1 inh 12%.
CCOC(=O)N1CCN(CCC(=O)Nc2ccc(OC)cc2)CC1 was read as Tb PGK inh 0%, ERG Ets-DNA blk -4%, GLS inhibitor 1%, RGS4 inh -8%, 12-LOX inh 15%, Pin1 inh -2%, JMJD2A Tudor inh -10%, HP1b binding inh 34% and TrxR1 inh 9%.
COCCN(C(=O)c1ccco1)c1nnc(-c2ccc(OC)c(OC)c2)s1 was read as Tb PGK inh 8%, ERG Ets-DNA blk -6%, GLS inhibitor 5%, RGS4 inh 6%, 12-LOX inh -4%, Pin1 inh 1%, JMJD2A Tudor inh -12%, HP1b binding inh 19% and TrxR1 inh -12%.
For COc1ccccc1C(=O)Nc1ccccc1SC(=O)c1ccccc1OC the results were Tb PGK inh inactive, ERG Ets-DNA blk 12%, GLS inhibitor 23%, RGS4 inh -51%, 12-LOX inh 4%, Pin1 inh 23%, JMJD2A Tudor inh 6%, HP1b binding inh 46%[activator] and TrxR1 inh -7%.
Screening Cc1cc(C)c2c(n1)nn1c(C)c(CCC(=O)Nc3cccc(C)c3C)c(C)nc21 returned Tb PGK inh inactive, ERG Ets-DNA blk 3%, GLS inhibitor -2%, RGS4 inh 3%, 12-LOX inh -18%, Pin1 inh 0%, JMJD2A Tudor inh -5%, HP1b binding inh 37% and TrxR1 inh 19%.
For CN(CC(=O)OCC(=O)NC(=O)c1cccn1C)S(=O)(=O)c1ccc(Cl)cc1 the results were Tb PGK inh -7%, ERG Ets-DNA blk -1%, GLS inhibitor 2%, RGS4 inh 2%[11.4 µM], 12-LOX inh -16%, Pin1 inh 6%, JMJD2A Tudor inh -16%[11.4 µM], HP1b binding inh 27% and TrxR1 inh 0%[57.1 µM].
Screening CCc1c(C)nc2ncnn2c1Nc1ccccc1C returned Tb PGK inh inactive, ERG Ets-DNA blk 4%, GLS inhibitor -10%, RGS4 inh -37%, 12-LOX inh 7%, Pin1 inh -1%, JMJD2A Tudor inh inconclusive, HP1b binding inh -13% and TrxR1 inh 9%.
For CCc1ccc(N2CCN(S(=O)(=O)CC34CCC(CC3=O)C4(C)C)CC2)cc1 (configuration not stated) the results were Tb PGK inh 0%, ERG Ets-DNA blk -4%, GLS inhibitor 19%, RGS4 inh -30%[56.9 µM], 12-LOX inh 47%[activator], Pin1 inh -6%, JMJD2A Tudor inh -36%, HP1b binding inh 35%[activator] and TrxR1 inh 10%.
For O=C(Nc1ccc(Cl)cc1)[C@@H]1[C@@H]2C(=O)N(c3cccc(F)c3)C(=O)[C@@H]2[C@H]2C=CC=NN21 the results were Tb PGK inh -8%, ERG Ets-DNA blk 9%, GLS inhibitor 12%, RGS4 inh inconclusive, 12-LOX inh 0%, Pin1 inh -1%, JMJD2A Tudor inh inconclusive, HP1b binding inh -11% and TrxR1 inh -41%.
`COc1cc(OC)c(OC)cc1/C=C/c1nc2cc3ccccc3cc2c(=O)n1-c1ccccc1Br` gave Tb PGK inh -7%, ERG Ets-DNA blk 1%, GLS inhibitor -6%, RGS4 inh -23%, 12-LOX inh -8%, Pin1 inh inconclusive, JMJD2A Tudor inh inconclusive, HP1b binding inh 12% and TrxR1 inh 30%[57.1 µM].
`COc1ccc(OC)c(-n2nnnc2SCC(=O)NCc2ccc3c(c2)OCO3)c1` gave ERG Ets-DNA blk 5%, GLS inhibitor 0%, RGS4 inh -10%, 12-LOX inh 15%, Pin1 inh -5%, JMJD2A Tudor inh -21%, HP1b binding inh 0% and TrxR1 inh 26%.
For OC(CN1CCN(c2cccc(Cl)c2)CC1)c1ccccc1 (configuration not stated) the results were Tb PGK inh 5%, ERG Ets-DNA blk 49%[activator], GLS inhibitor -10%, RGS4 inh 16%, 12-LOX inh -8%, Pin1 inh -14%, JMJD2A Tudor inh -16%, HP1b binding inh 36% and TrxR1 inh -3%.
CC(C)(CNC(=O)c1ccc(NS(=O)(=O)c2ccc(F)cc2)cc1)N1CCOCC1 was read as Tb PGK inh -1%, ERG Ets-DNA blk 8%, GLS inhibitor 9%, RGS4 inh 1%, 12-LOX inh 0%, Pin1 inh 3%, JMJD2A Tudor inh -13%, HP1b binding inh 17% and TrxR1 inh -11%.
`S=C(Nc1ccccc1)N(Cc1ccccc1)Cc1ccncc1` gave Tb PGK inh inactive, ERG Ets-DNA blk 1%, GLS inhibitor 1%, RGS4 inh -7%, 12-LOX inh inconclusive, Pin1 inh 5%, JMJD2A Tudor inh -6%, HP1b binding inh 40%[activator] and TrxR1 inh 8%.
`COc1ccc(CN(C(=O)c2ccccc2Br)C2CCS(=O)(=O)C2)cc1` (configuration not stated) gave Tb PGK inh -1%, ERG Ets-DNA blk 0%, GLS inhibitor 2%, RGS4 inh 14%, 12-LOX inh -18%, Pin1 inh -1%, JMJD2A Tudor inh -12%, HP1b binding inh 23% and TrxR1 inh 32%.
Screening Cc1nc(-c2ccc(S(=O)(=O)N(Cc3ccccc3)C(C)C)cc2)co1 returned Tb PGK inh -18%, ERG Ets-DNA blk -1%, GLS inhibitor 1%, RGS4 inh -8%, 12-LOX inh -50%, Pin1 inh 1%, JMJD2A Tudor inh 2%, HP1b binding inh 19%[57 µM] and TrxR1 inh 14%[57.1 µM].
CCOC(=O)c1cc(S(=O)(=O)N2CCN(c3cccc(C)c3)C(C)C2)[nH]n1 (configuration not stated) was read as Tb PGK inh -2%, ERG Ets-DNA blk -2%, GLS inhibitor 2%, RGS4 inh -14%, 12-LOX inh 0%, Pin1 inh 2%, JMJD2A Tudor inh inconclusive, HP1b binding inh 2%[57 µM] and TrxR1 inh 20%[57.1 µM].
For CCN1C(c2ccccc2)=C(c2ccccc2)S/C1=C/C=C1\SC(=S)N(C)C1=O the results were Tb PGK inh -29%, ERG Ets-DNA blk inconclusive, GLS inhibitor -20%, RGS4 inh inconclusive, 12-LOX inh inconclusive, Pin1 inh 29%, JMJD2A Tudor inh 8.9µM*, HP1b binding inh 11µM* and TrxR1 inh -22%.
`O=C(c1ccc(S(=O)(=O)N2CCCC2)cc1)N1CCC(CN2C(=O)c3cccc4cccc(c34)C2=O)CC1` gave Tb PGK inh 2%, ERG Ets-DNA blk 0%, GLS inhibitor -26%, RGS4 inh -9%, 12-LOX inh 0%, Pin1 inh 10%, JMJD2A Tudor inh -20%, HP1b binding inh 15% and TrxR1 inh 3%.
For Cc1ccc(S(=O)(=O)Nc2cnc3ccccc3c2)cc1 the results were Tb PGK inh -9%, ERG Ets-DNA blk -5%, GLS inhibitor 3%, RGS4 inh -28%, 12-LOX inh inconclusive, Pin1 inh -5%, JMJD2A Tudor inh -17%, HP1b binding inh 43%[activator] and TrxR1 inh 1%.
O=C(Nc1cccc(S(=O)(=O)N2CCCCC2)c1)C1CC(=O)N(c2ccc3c(c2)OCCO3)C1 (configuration not stated) was read as Tb PGK inh -9%, ERG Ets-DNA blk -14%, GLS inhibitor -6%, RGS4 inh -30%, 12-LOX inh 9%, Pin1 inh 1%, JMJD2A Tudor inh -9%, HP1b binding inh 18% and TrxR1 inh 8%.
Cn1c(CCNC(=O)c2ccccc2F)nnc1SCC(=O)Nc1ccccc1F was read as Tb PGK inh -1%, ERG Ets-DNA blk 3%, GLS inhibitor -14%, RGS4 inh 2%, 12-LOX inh 5%, Pin1 inh -2%, JMJD2A Tudor inh 7%, HP1b binding inh 52%[activator] and TrxR1 inh 15%.
